# Screening data from PubChem.
# 14-3-3 PPI: 14-3-3 gamma protein interaction modulation; AID 422; FP, 14-3-3gamma / TMR-pS259-Raf peptide binding; inhibition, % at 40 µM; 160,000 tested, 0.19% active; in the data active means inhibition above about 30%;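 further: 0% = protein plus tracer without compound and 100% = blank with tracer alone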
# Target sequence (P61981 whole entry, looked up): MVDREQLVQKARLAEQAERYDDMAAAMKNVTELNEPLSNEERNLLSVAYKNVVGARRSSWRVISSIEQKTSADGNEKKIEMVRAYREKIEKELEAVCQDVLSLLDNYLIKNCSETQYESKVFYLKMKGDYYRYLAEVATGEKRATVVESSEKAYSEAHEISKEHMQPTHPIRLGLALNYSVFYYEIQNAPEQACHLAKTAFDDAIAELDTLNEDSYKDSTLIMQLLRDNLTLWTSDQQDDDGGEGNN
# An asterisk follows results filed as active; & = joins results of further samples. An excerpt (hit frequency here may not be typical).
14-3-3 PPI	molecule
0&5	Cc1cc(C)nc(SCc2csc(N)n2)n1
-2	O=c1c2ccccc2ncn1-c1ccc2nsnc2c1
-2	CC(C)N(Cc1nc(-c2ccccc2)no1)C(=O)c1ccc(Cl)cc1
-3	COC(=O)CSCC(=O)Nc1cc2c(cc1C(C)=O)OCO2
-14	O=C(O)Cn1c2ccccc2c2nn3c(nc4ccccc43)nc21
1	COC(=O)c1cccc(N2C(=O)C3C4CC(C(Br)C4Br)C3C2=O)c1 (stereo unspecified)
18	O=S(=O)(c1ccc2ccccc2c1)N1c2ccccc2-c2ccccc2S1(=O)=O
-10	C=CCN1C(=O)c2ccccc2Sc2ccc(C(=O)NC3CCCCCCC3)cc21
-4	COC(=O)C(C(=O)Nc1cc(C)on1)C1CCCCCC1 (stereo unspecified)
-14	CCOC(=O)C1(c2ccccc2)NC(c2ccc(N(C)C)cc2)C2C(=O)N(C)C(=O)C21 (stereo unspecified)
-20	O=C(C1CC1)N1CCc2cc(Br)cc(S(=O)(=O)NCCN3CCN(c4ccccc4)CC3)c21
-7	CCOC(=O)N1CCC(NC(=O)CS(=O)Cc2nc(-c3ccc(OC)c(OC)c3)oc2C)CC1 (stereo unspecified)
9	O=C(NCc1ccco1)c1cnn2c(C(F)F)cc(-c3ccccc3)nc12
-7	CCCCCC(=O)Nc1ccc(N2CCN(C(=O)c3ccccc3)CC2)cc1
-4	Cc1ccc(NC(=O)CSc2nc3ccccc3c(=O)n2Cc2ccco2)cc1Cl
-1	Cc1nc2ccc(S(=O)(=O)N(C)CC(=O)N3CCc4ccccc43)cc2s1
-2	O=C(Cn1cnc2c(nnn2-c2cccc(Cl)c2)c1=O)N1CCOCC1
-4	COCCNC(=O)c1cc(S(=O)(=O)N2CCC(C)CC2)ccc1F
2	CN(C)CCNC(=O)c1ccc(F)cc1
-28	c1ccc2oc(SCc3nc4ccccc4s3)nc2c1
-21	CC1CCN(C(=O)COc2ccc(Br)cc2)CC1
-2	O=C(Nc1cccnc1Cl)c1ccc(N2C(=O)C3CCCCC3C2=O)cc1 (stereo unspecified)
-16	O=C(Cc1cccs1)Nc1c2c(nn1-c1cccc(Cl)c1)CSC2
-21	CC(=O)c1ccc(NC(=O)c2cc(-c3ccc4c(c3)OCO4)on2)cc1
-5	CN(C)S(=O)(=O)c1ccc(C(=O)Nc2c3c(nn2-c2ccc(F)cc2)CSC3)cc1
6	CCOc1ccc(CSC2=NCCN2)cc1[N+](=O)[O-]
-3	C=CCn1c(=O)[nH]c2cc(C(=O)NCc3ccco3)ccc2c1=O
-2	CCN(CC(=O)Nc1ccc2c(c1)CCC2)Cc1nc2ccccc2c(=O)[nH]1
-8	COc1ccc(NC(=O)CCn2c(=S)[nH]c3ccccc3c2=O)cc1OC
1	CS(=O)(=O)N(CC(=O)O)c1ccc(Oc2ccccc2)cc1
-2	Cc1cccc(N2C(=O)CSC2c2ccccc2C(F)(F)F)c1 (stereo unspecified)
-6	CC1=C(C(=O)Nc2ccc(C)cc2C)C(c2ccccc2[N+](=O)[O-])n2c(nc3ccccc32)N1 (stereo unspecified)
4	COc1cc(C(=O)N2CCN(Cc3ccccc3)CC2)c([N+](=O)[O-])cc1OC
-43	O=C(NCc1ccc2c(c1)OCO2)c1cc(-c2ccccn2)nc2ccc(S(=O)(=O)N3CCOCC3)cc12
0	CCC1=NN(C(=O)Cc2ccc(OC)cc2)C(O)(C(F)(F)F)C1 (stereo unspecified)
7	Cc1ccc(-c2nnn(CC(=O)Nc3ccc(OC(F)(F)Cl)cc3)n2)cc1
-6	Cc1nc(NCC2CCCO2)nc2c1C(=O)CC(C)(C)C2 (stereo unspecified)
3	Cc1ccc(Cl)cc1N1C(=O)C(N2C(=O)c3cccc([N+](=O)[O-])c3C2=O)C1c1ccc(F)cc1 (stereo unspecified)
2	COc1ccc(-n2c(=O)c3ccccc3n(Cc3ccccc3C)c2=O)cc1
-10	O=C(CSc1nnc(-c2ccco2)o1)NC(=O)Cc1ccccc1
-9	CCc1ccc(NC(=O)N(CCCN2CCOCC2)C(C)c2cc3cccc(OC)c3o2)cc1 (stereo unspecified)
-76	O=C(CSc1nc2c(cnn2-c2ccc(F)cc2)c(=O)[nH]1)N1CCC(Cc2ccccc2)CC1
2	Cc1ccc(C(=O)NC2CCCCCC2)o1
-1	Cc1ccc(Nc2nc3c(c(=O)n(C)c(=O)n3C)n2Cc2ccccc2)cc1
5	O=C(Nc1ccccc1Cl)c1ccc(F)c(S(=O)(=O)N2CCN(c3cccc(Cl)c3)CC2)c1
-7	CCC1C(=O)C(C)(C)C(=O)OC1c1ccc(OC)c(OC)c1 (stereo unspecified)
1	Cc1cccc2sc(NC(=O)c3ccc(Cl)s3)nc12
-4	Cc1nc(N=C(NC(=O)c2ccccc2)NC(=O)c2ccccc2)nc2ccccc12
1	CCOC(=O)C1CCCN(C(=O)Cn2cnc3sc(C)c(C)c3c2=O)C1 (stereo unspecified)
-11	Cc1[nH]c2ccccc2c1SCCNC(=O)C(C)(C)Oc1ccc(Cl)cc1

# (next part)
14-3-3 PPI	molecule
-3	CC1CN(c2nc3c(c(=O)n(C)c(=O)n3C)n2Cc2c(F)cccc2Cl)CC(C)O1 (stereo unspecified)
3	C=CCNC(=O)c1ccc(Sc2ccc(F)cc2)c(NC(C)=O)c1
-2	COc1ccccc1NC(=O)c1cc(OC)c(OC)c(OC)c1
-5	C=CCn1c(-c2cccs2)nc2nc3ccccc3nc21
2&-8	Cc1nn2cc(-c3ccc(Cl)cc3)nc2s1
6	CCOc1ccccc1NC(=O)Cn1c(=O)n(Cc2ccccc2)c(=O)c2c(C)c(C)sc21
-7	CCOC(=O)c1sc(-c2ccccc2)cc1N
-9	CC(C)Cc1ccc(C(C)C(=O)Nc2ccc(Cl)cc2)cc1 (stereo unspecified)
-8	CC(=O)N(c1ccc(C(C)C)cc1)C1C=CS(=O)(=O)C1 (stereo unspecified)
1	O=C1CC(N2CCN(Cc3ccc(Cl)cc3)CC2)C(=O)N1c1ccccc1 (stereo unspecified)
-11&-3	Cc1ccc(CS(=O)(=O)CCC(=O)NCCN2CCCCC2C)cc1 (stereo unspecified)
-62	N#Cc1ccc[n+](CC(=O)c2ccc(Br)cc2)c1
3	Cc1cc(C)nc(/N=C(/NC(=O)c2ccccc2)Nc2cccc(C(F)(F)F)c2)n1
6	O=C(NCCCN1CCOCC1)c1c(O)c2cc(Br)cc(Br)c2[nH]c1=O
0	CCOC(=O)C1CCN(C(=O)Nc2ccc3nc(C)c(C)nc3c2)CC1
-1	CCOc1ccc(/C(O)=C2/C(=O)C(=O)N(CCOCCO)C2c2cccnc2)cc1 (stereo unspecified)
-80	CCOc1cccc(C2CC(c3cccc(Br)c3)=NC(c3ccc(C(=O)OC)cc3)N2)c1O (stereo unspecified)
-20	O=c1c2c3c(sc2n2cnnc2n1-c1ccccc1)N(Cc1ccccc1)CCC3
-1	N#Cc1c(N)c(C#N)c(-c2ccc(O)cc2)c2c1CCCC2
1	COC(=O)c1ccccc1NC(=O)Cn1nc(C(F)(F)F)c2c1CCC2

# Pulled one by one from the list above (5):
14-3-3 PPI	molecule
-16	O=C(Cc1cccs1)Nc1c2c(nn1-c1cccc(Cl)c1)CSC2
-7	CCC1C(=O)C(C)(C)C(=O)OC1c1ccc(OC)c(OC)c1 (stereo unspecified)
-1	Cc1ccc(Nc2nc3c(c(=O)n(C)c(=O)n3C)n2Cc2ccccc2)cc1
-3	COC(=O)CSCC(=O)Nc1cc2c(cc1C(C)=O)OCO2
-4	COC(=O)C(C(=O)Nc1cc(C)on1)C1CCCCCC1 (stereo unspecified)

# More results follow.
14-3-3 PPI	molecule
0	Cc1noc(C)c1CSc1nnc(-c2c[nH]c3ccccc23)n1-c1ccc(Cl)cc1
-16	CCN(CC)S(=O)(=O)c1ccc2oc(C(=O)Nc3ccc(C)c(C)c3)c(C)c2c1
5	COc1ccc(-n2c(Cc3cccn3C)nnc2SCC(=O)Nc2ccc3c(c2)OCO3)cc1
-6	COCCN(CCOC)S(=O)(=O)c1ccc(OC)cc1
-6	Cc1nc2cc(N=Cc3cccc([N+](=O)[O-])c3)ccc2n1C
-11	CC(OC(=O)c1ccco1)C(=O)NCc1cccs1 (stereo unspecified)
-1	O=C(Cn1ccc2ccccc2c1=O)NCCC(=O)N1CCN(c2ccc([N+](=O)[O-])cc2)CC1
10	CCCN1CCN(c2nc(C(=O)OCC)nc3sc4c(c23)CCCC4)CC1
4	CCOC(=O)C1=C(C)Nc2nc(C)nn2C1c1ccc(C)cc1 (stereo unspecified)
-28	COc1cc2c(cc1OC)C(COc1ccc(F)cc1)N(C(=O)COc1ccccc1)CC2 (stereo unspecified)
-4	O=C(O)CSc1nc2ccccc2s1
-7	NS(=O)(=O)c1ccc(Nc2nc(-c3cc4ccccc4oc3=O)cs2)cc1
0	OC[C@H]1O[C@@H](n2cnc3c(Nc4ccccc4)ncnc32)[C@H](O)[C@@H]1O
-7	CC(OC(=O)c1cc2sccc2n1C)C(=O)NCc1ccco1 (stereo unspecified)
1	O=C(CNC(=O)C1CCCCC1)Nc1nc(CC23CC4CC(CC(C4)C2)C3)cs1
0&1&5	O=C(C1CCCCC1)N1CC(=O)N2CCc3ccccc3C2C1 (stereo unspecified)
-3	CC(=O)Nc1nonc1-c1nc2ccccc2n1CC1CC1
-1	O=C1CN(C(=O)COc2ccc(Cl)cc2)C(c2ccc(F)cc2)c2cc(Cl)ccc2N1 (stereo unspecified)
-3	CC(C)Cn1cc(C(=O)N2CCCCCC2)c2c3ccccc3n(C)c2c1=O
-2	COc1ccc(OC)c(NC(=O)Cn2c(CCC(=O)O)ccc2-c2cccs2)c1
-3	Cc1ccc2c(c1)c(=O)c1ccccc1n2CC(=O)NCc1ccc(Cl)cc1
2	COc1ccc(NC(=O)c2cnn3c(C(F)(F)F)cc(-c4ccco4)nc23)cc1
-3	Cc1cc(C)n2cc(CSc3ncccc3C(=O)O)nc2n1
-7	O=C(CSc1nc2c(c(=O)n1-c1ccccc1)SCC2)Nc1cccc(F)c1
-14	CC1CCN(c2nc(-c3ccco3)cc(C(F)(F)F)n2)CC1
0	CCOc1ccc(NC(=O)CSc2nnc(-c3cccc(N)c3)n2C)cc1
0	O=C(CCc1nc(-c2ccccc2F)no1)NCCN1CCN(Cc2ccccc2)CC1
1	CC(=O)c1ccc(NC(=O)C2CC(=O)N(c3ccc(C(C)C)cc3)C2)cc1 (stereo unspecified)
-27	CCNC(=O)c1c(N)sc2c1CCCCC2
8	CCOc1ccc(N2C(=S)NC3CC2(C)Oc2c(OCC)cccc23)cc1 (stereo unspecified)
0	O=C(CCCn1c(=S)[nH]c2ccccc2c1=O)NCCC1=CCCCC1
-18	CCN(CC)c1ccc(C=NCCNS(=O)(=O)c2ccc(C)cc2)cc1
1	O=C(Nc1ccc2c(c1)oc1ccccc12)c1cc([N+](=O)[O-])ccc1Cl
1	CCCCOc1ccc(S(=O)(=O)N2CCSC2c2ccc(Cl)cc2)cc1 (stereo unspecified)
5&2	COC(=O)c1sc(=S)n(-c2cccc(Cl)c2)c1N
-6&1	COC(=O)C(NC(C)=O)(Nc1ccccn1)C(F)(F)F (stereo unspecified)
-12	CCOC(=O)CCc1c(C)c2ccc(O)cc2oc1=O
-3	CCCCc1cc(=O)oc2c(CN3CCCC3)c(O)ccc12
-2	CCOC(=O)Cn1c(=O)c2c(nc3n2CCN3c2ccc(C)cc2)n(C)c1=O
-8	COC(=O)c1ccc(Oc2nc3ccccc3n3c(C)nnc23)cc1

# For convenience, some entries already given.
14-3-3 PPI	molecule
-2	CCOC(=O)Cn1c(=O)c2c(nc3n2CCN3c2ccc(C)cc2)n(C)c1=O
-8	COC(=O)c1ccc(Oc2nc3ccccc3n3c(C)nnc23)cc1

# The results go on.
14-3-3 PPI	molecule
-4	CC(C)[C@H](NC(=O)OC(C)(C)C)c1nnc(S(=O)(=O)Cc2c(F)cccc2Cl)o1
3	CCOCCn1cnc2sc(C(=O)Nc3cc([N+](=O)[O-])ccc3OC)c(C)c2c1=O
-5	O=C(Cn1ccccc1=O)c1cccs1
-9&-35	CC(=O)c1c[nH]c2ccc(C)cc2c1=O
-6	CCc1ccc(Nc2nnc(-c3cc4cccc(OC)c4oc3=O)s2)cc1
-14	CCOc1ccc(NC(=O)c2ccccc2NC(=O)c2cccnc2)cc1
-1	CC1CCN(S(=O)(=O)N2CCCC(C(=O)NC(C)c3ccccc3)C2)CC1 (stereo unspecified)
-1	COc1ccc(-c2nc(N)n(C(=O)c3ccccc3Cl)n2)cc1
-6	CCC(C)(C)n1nnnc1C(C(C)C)N1CCC(C(N)=O)CC1 (stereo unspecified)
-2	CCc1ccccc1NC1=C(Cl)C(=O)N(c2cccc(Cl)c2)C1=O
-3	CC1(C)C(=O)C2(CCCCC2)C(=O)OC1C(=O)c1ccc(Br)cc1 (stereo unspecified)
-15	O=c1c(Cc2ccccc2)c(O)nc2n1CCS2
-2	COc1ccc(OC)c2[nH]c(=O)c(CCNC(=O)c3cccc(F)c3)cc12
1	COc1cccc(Cn2nnc(C(=O)Nc3cc(Cl)ccc3OC)c2N)c1
-2	O=C(NCc1ccccc1)C(=O)NCc1ccncc1
-10	CC(=O)Oc1ccc(N2C(=O)c3ccc(C(=O)c4cccc([N+](=O)[O-])c4)cc3C2=O)cc1

# Among those listed so far, these contain a CF3 group.
14-3-3 PPI	molecule
-2	Cc1cccc(N2C(=O)CSC2c2ccccc2C(F)(F)F)c1 (stereo unspecified)
0	CCC1=NN(C(=O)Cc2ccc(OC)cc2)C(O)(C(F)(F)F)C1 (stereo unspecified)
3	Cc1cc(C)nc(/N=C(/NC(=O)c2ccccc2)Nc2cccc(C(F)(F)F)c2)n1
1	COC(=O)c1ccccc1NC(=O)Cn1nc(C(F)(F)F)c2c1CCC2
2	COc1ccc(NC(=O)c2cnn3c(C(F)(F)F)cc(-c4ccco4)nc23)cc1
-14	CC1CCN(c2nc(-c3ccco3)cc(C(F)(F)F)n2)CC1
-6&1	COC(=O)C(NC(C)=O)(Nc1ccccn1)C(F)(F)F (stereo unspecified)
